High-throughput results (PubChem)
FXIIa single: inhibitors of human coagulation factor XIIa; purified human FXIIa, AMC substrate fluorescence, 2 h; inhibition, % at 10 µM; 33,000 compounds, 0.2% hits; AID 701; in the data active means inhibition above about 30%;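 further: 0% = enzyme with vehicle only and 100% = no enzyme blank; many of its hits are not listed in these tables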
Target sequence (P00748 20-372 limits assumed): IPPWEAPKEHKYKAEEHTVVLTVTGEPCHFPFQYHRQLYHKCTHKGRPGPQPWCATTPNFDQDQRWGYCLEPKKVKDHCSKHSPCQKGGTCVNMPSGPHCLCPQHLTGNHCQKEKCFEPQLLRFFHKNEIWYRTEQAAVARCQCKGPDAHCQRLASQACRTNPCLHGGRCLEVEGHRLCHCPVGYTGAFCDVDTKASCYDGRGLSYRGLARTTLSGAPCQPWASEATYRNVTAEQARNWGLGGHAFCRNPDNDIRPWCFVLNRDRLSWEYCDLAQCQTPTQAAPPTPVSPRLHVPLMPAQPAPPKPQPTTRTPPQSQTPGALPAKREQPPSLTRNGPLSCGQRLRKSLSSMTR
Target sequence (P00748 373-615 limits assumed): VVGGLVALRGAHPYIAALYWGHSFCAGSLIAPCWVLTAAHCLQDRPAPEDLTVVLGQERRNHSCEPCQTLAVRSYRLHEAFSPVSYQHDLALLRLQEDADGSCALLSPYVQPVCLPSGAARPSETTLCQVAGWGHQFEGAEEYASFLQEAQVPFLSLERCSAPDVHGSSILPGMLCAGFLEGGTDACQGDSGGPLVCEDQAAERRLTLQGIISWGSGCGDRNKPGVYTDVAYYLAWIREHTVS
FXIa single inh: blocks human coagulation factor XIa activity; P03951; purified human FXIa, fluorogenic AMC substrate cleavage; inhibition, % at 10 µM; 33,000 compounds, 0.3% hits; AID 687;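 active means inhibition above 40% in the primary screen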;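 further: 0% = enzyme without compound and 100% = blank wells lacking enzyme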
* marks the source's active call; other numbers are inactive results.

SMILES | FXIIa single | FXIa single inh
O=C1CCC(C(=O)NCc2cccnc2)N1 (stereo not given) | 4 | -1
CC1(C)Cc2c(cnn2-c2ccccc2)C(=O)/C1=N\NC(=O)c1ccccc1N | 3 | -9
O=C(N/C(=C/c1cccs1)C(=O)N1CCCCCC1)c1ccccc1 | 7 | 2
Cc1cccc(OCCCC(=O)Nc2nccs2)c1 | 2 | 0
Cc1cccc(CCNS(=O)(=O)c2ccc(S(=O)(=O)N3CCCCC3)cc2)c1 | -7 | -2
COc1ccccc1N1CCN(C(=O)CSc2ncccc2-c2nc3ccccc3[nH]2)CC1 | -10 | -7
NC(C(=O)O)C1CC(Cl)=NO1 (stereo not given) | 5 | 5
CC(NC(=O)c1cccc(C(F)(F)F)c1)C1CCCO1 (stereo not given) | -1 | -2
CC(C)Oc1ccc(C2CC(=O)N(c3ccc(N(C)C)cc3)C2=O)cc1 (stereo not given) | -4 | -9
Cc1cc(Cl)c(S(=O)(=O)N2CCN(c3ccc(F)cc3)CC2)cc1OCC(=O)NC1CCCCC1 | -4 | 19
O=C(O)c1[nH]c2ccccc2c1CC(=O)N1CCOCC1 | -12 | 12
CCN(CC)C(=O)CSc1nc2nc(C)cc(C)c2c(=O)[nH]1 | -4 | 2
Cc1c(CCO)c(=O)n(-c2ccccc2)n1S(=O)(=O)c1c(Cl)cc(Cl)cc1Cl | 4 | -23
O=C(CSc1nnc(Cc2ccccc2)n1-c1ccccc1)N1CCOCC1 | 4 | -11
COC(=O)NCCOc1cc(C)ccc1C | 7 | 5
COc1ccc(Cc2nnc(NC(=O)C3CCCO3)s2)cc1OC (stereo not given) | 0 | -6
Cc1cc(=O)[nH]c(SCC(=O)O)c1C#N | 7 | 5
CC(C)n1c(NCCc2ccccc2)nc2c1c(=O)n(C)c(=O)n2C | -18 | 0
Cc1cccc(-c2nnc(-c3ccc(N)cc3)o2)c1 | -47 | -11
CCOC(=O)N1CCN(C(=O)C2CCN(S(=O)(=O)c3ccc(C)cc3)CC2)CC1 | 3 | 6

Molecules from the list above that have fluorine:
SMILES | FXIIa single | FXIa single inh
CC(NC(=O)c1cccc(C(F)(F)F)c1)C1CCCO1 (stereo not given) | -1 | -2
Cc1cc(Cl)c(S(=O)(=O)N2CCN(c3ccc(F)cc3)CC2)cc1OCC(=O)NC1CCCCC1 | -4 | 19

Filtered by structure: the entries above containing four or more nitrogen atoms
SMILES | FXIIa single | FXIa single inh
CC1(C)Cc2c(cnn2-c2ccccc2)C(=O)/C1=N\NC(=O)c1ccccc1N | 3 | -9
COc1ccccc1N1CCN(C(=O)CSc2ncccc2-c2nc3ccccc3[nH]2)CC1 | -10 | -7
CCN(CC)C(=O)CSc1nc2nc(C)cc(C)c2c(=O)[nH]1 | -4 | 2
O=C(CSc1nnc(Cc2ccccc2)n1-c1ccccc1)N1CCOCC1 | 4 | -11
CC(C)n1c(NCCc2ccccc2)nc2c1c(=O)n(C)c(=O)n2C | -18 | 0

(further entries)
SMILES | FXIIa single | FXIa single inh
O=C(Nc1ccc(F)cc1)C1CCC(N2C(=O)c3ccccc3C2=O)CC1 (stereo not given) | 2 | -2
CCc1ccc(NC(=O)N(CCN2CCOCC2)Cc2ccc3c(c2)CCCN3CC)cc1 | 9 | 0
OCC1(c2cc(C(F)(F)F)n[nH]2)CCCCC1 | -18 | 0
CCN(CC)c1ccc2c(c1)C(=O)N(C)C2=O | 5 | 4
Cc1ccccc1-n1nc(C)c2cc(C(=O)N3CCN(S(=O)(=O)c4ccc(Cl)cc4)CC3)sc21 | 8 | 8
CN1CCN(P(=O)(c2ccccc2)c2nc3ccccc3s2)CC1 (stereo not given) | 6 | 2
CCOc1ccc(OCc2ccc(C(=O)NCc3ccncc3)o2)cc1 | 2 | -1
Cc1c(C)n(C(=O)CN2CCC(C(N)=O)CC2)c2ccccc12 | 7 | 3
O=C(O)Cc1ccc(C(=O)c2ccc(Cl)cc2)s1 | 13 | -1
CCN(CC)S(=O)(=O)c1ccc(Nc2ccc(-c3ccc4c(c3)OCCO4)nn2)cc1 | 8 | 8
O=C(CCN1C(=O)C2CC=C(Cl)CC2C1=O)N1CCCCC1 (stereo not given) | -11 | -2
Cc1cc(C)nc(N2CCN(CC(=O)NCc3ccccc3)CC2)n1 | 9 | -3
COc1cc(/C=N/NC(=O)c2nc(C)cc(C)n2)ccc1O | -11 | 30
CCN(CC)c1ccc(C=Nc2ccc(N(C)C)cc2)c(O)c1 | 11 | 7
CC(=O)c1ccc(N2CCN(C(=O)c3ccco3)CC2)c(F)c1 | -9 | 3
NC(=O)CCn1nc(-c2ccc(Cl)cc2)c2ccccc2c1=O | 5 | 2
Cc1cc(C=O)c(C)n1-c1cc(C(F)(F)F)ccc1N1CCOCC1 | -19 | 20
COc1cc(C(=O)OC(C)C(=O)Nc2ccc3c(c2)OCO3)ccc1OCc1c(C)noc1C (stereo not given) | 6 | 3
COC(=O)c1ccc(CSc2nnc(NC(C)C)s2)cc1 | -2 | -12
CC1CCCN(C(=O)c2ccc3c(=O)n(Cc4ccc5c(c4)OCO5)c(=S)[nH]c3c2)C1 (stereo not given) | 3 | -2
CCCCN(C(=O)CNC(=O)c1ccco1)C(C(=O)NC1CCCC1)c1ccc(OC)cc1 (stereo not given) | 11 | 1
CCOC(=O)C1C(c2ccccc2)C(C(=O)OCC)C1c1ccccc1 (stereo not given) | 3 | -4
CNc1ncc(C(=O)C(C)(C)C)s1 | 6 | -1
CCn1ccc(C(=O)Nc2ccc(S(=O)(=O)Nc3ccccc3OC)cc2)n1 | 6 | 3
COCCNC(=O)c1ccccc1-c1nc(-c2ccccc2Cl)no1 | -11 | 0
O=C(/C=C/NNC(=O)c1ccc(Br)cc1)c1ccccc1 | 5 | -6
O=S(=O)(NCCCCCNS(=O)(=O)c1ccc(F)cc1)c1ccc(F)cc1 | -14 | 0
O=C(c1cccc2c1C(=O)N(Cc1cccnc1)C2)N1CCN(c2ccccc2)CC1 | 2 | 3
FC(F)(F)c1cccc(-c2noc(CN3CCOCC3)n2)c1 | 2 | 6
CCCCNS(=O)(=O)c1ccc2nc(SCC(=O)c3ccccc3OC)[nH]c2c1 | 0 | -10
CCc1ccc(NC(=O)c2ccccc2NC(=O)C2CCCO2)cc1 (stereo not given) | 11 | -6
CC1CCN(C(=O)c2ccc3c(c2NCCO)C(=O)c2ccccc2C3=O)CC1 | 4 | -8
O=C(CCCN1C(=O)c2ccccc2C1=O)Oc1ccc(Cl)cc1 | -3 | -5
O=C(C(Cc1ccccc1)n1cccc1)N1CCN(c2ccccc2)CC1 (stereo not given) | -11 | -12
CC(C)OC(=O)C1CC=CCC1C(=O)Nc1ccc(Cl)cc1 (stereo not given) | 6 | -13
O=C(CSc1nnnn1-c1ccc(F)cc1)Nc1ccc(N2CCOCC2)c(Cl)c1 | 16 | -2
Cc1ccc(NC(=S)NN2CCOCC2)c(C)c1 | 1 | 8
CCOCc1nnc(NC(=O)c2ccc(OC)cc2)s1 | 5 | -5
N#CCCNC(=O)CCN1CCCCC1 | 0 | 6
Cc1ccc2oc(=O)n(CC(=O)OC(C)C)c2c1 | 7 | 1

Brought forward from above: 7 compounds, then new ones.
SMILES | FXIIa single | FXIa single inh
O=C(C(Cc1ccccc1)n1cccc1)N1CCN(c2ccccc2)CC1 (stereo not given) | -11 | -12
CC(C)OC(=O)C1CC=CCC1C(=O)Nc1ccc(Cl)cc1 (stereo not given) | 6 | -13
O=C(CSc1nnnn1-c1ccc(F)cc1)Nc1ccc(N2CCOCC2)c(Cl)c1 | 16 | -2
Cc1ccc(NC(=S)NN2CCOCC2)c(C)c1 | 1 | 8
CCOCc1nnc(NC(=O)c2ccc(OC)cc2)s1 | 5 | -5
N#CCCNC(=O)CCN1CCCCC1 | 0 | 6
Cc1ccc2oc(=O)n(CC(=O)OC(C)C)c2c1 | 7 | 1
CSc1ccc(NC(=O)N2CCN(c3nc4ccccc4s3)CC2)cc1 | 6 | -6
Cc1c(Cl)cccc1-n1c(SCC(=O)NCc2ccccc2Cl)nnc1-c1ccncc1 | 5 | -11
Cc1cc(C(F)(F)F)n(-c2nc(C(=O)NNS(=O)(=O)c3ccccc3)cs2)n1 | 3 | -6
O=C(Cc1cccs1)Nc1ccc2c(c1)C(=O)OC2 | 5 | 6
Cn1c(=O)c2c(nc(Sc3ncccn3)n2Cc2ccccc2Cl)n(C)c1=O | -1 | -9
CCn1nnnc1-c1ccc(OC)c(S(=O)(=O)N2CCCCC2)c1 | -12 | -2
O=C(CNC1CCCCC1)N1CCc2ccccc2C1 | 7 | -12
Cc1cc(C)nc(SC2=CS(=O)(=O)c3ccccc32)n1 | 6 | 1
COc1ccc(CCN2C(=O)C3C4CC(C5C(C(N)=O)=NOC45)C3C2=O)cc1OC (stereo not given) | -5 | 3
COc1ccc(CNC(=O)CN(Cc2ccccc2)C(=O)c2csnn2)cc1 | 2 | -2
Cc1cc(C)n(-c2nc3c(c(=O)n(C)c(=O)n3C)n2CC(O)COc2ccccc2C)n1 (stereo not given) | 2 | 6
Cc1ccc(S(=O)(=O)Nc2cc(C)c(O)c(S(=O)(=O)c3ccc(C)cc3)c2)cc1 | 6 | 9
O=C(Nc1ccc(N2CCCC2)c(Cl)c1)c1cccnc1 | -3 | -2
O=C(Nc1ccc2nc3n(c(=O)c2c1)CCCCC3)c1ccccc1Cl | 6 | -1
O=C(CSc1nnc(-c2cccnc2)n1-c1ccccc1)N1CCN(c2ccc(F)cc2)CC1 | -10 | 22
Cc1cccc(-c2nnc(SCc3ccccc3)o2)c1 | 7 | -5
O=C1c2ccsc2SCCN1Cc1c(Cl)cccc1Cl | 9 | -1
CCOC(=O)c1[nH]c(C)c(C(=O)OCC(=O)N(CC)C2CCS(=O)(=O)C2)c1C (stereo not given) | 9 | 3
COc1ccccc1-c1nnc(SCC(=O)OC(C)C)o1 | 4 | 6
O=C(O)C1Cc2c([nH]c3ccccc23)C(c2ccc3c(c2)OCO3)N1 (stereo not given) | 1 | 3
O=S(=O)(NC1CC1)c1cccc(S(=O)(=O)N2CCCC2)c1 | 2 | -2
CCn1cc(C(=O)OCc2cccc(Br)c2)c(=O)c2ccc(C)nc21 | 9 | 1
CCOC(=O)N1CCN(S(=O)(=O)c2cc(Br)cc3c2N(C(=O)C2CC2)CC3)CC1 | 4 | -4
Cn1c(CCNC(=O)c2ccccc2)nc2cc(NC(=O)C3CCCCC3)ccc21 | 0 | -2
COc1ccc(S(=O)(=O)N2CCC(C(=O)Nc3ccccc3C)CC2)c2cccnc12 | 4 | 7
CN(C)c1nc(N(C)C)nc(N(C#N)CCOc2ccccc2)n1 | 4 | 10
Cc1cccc(C)c1N(CC(O)Cn1c2ccccc2c2ccccc21)S(C)(=O)=O (stereo not given) | 0 | -3
CC(=NCc1ccco1)c1c(O)n(C2CCCCC2)c(=O)[nH]c1=O | -10 | -1
O=c1[nH]c2ccccc2nc1C(Cl)c1ccccc1 (stereo not given) | -11 | 26
CC(=O)N1CCN(c2ccc(NC(=O)c3ccc(C)cc3)cc2)CC1 | 4 | -2
COc1cccc(Nc2nc(N)nc(C(F)(F)F)n2)c1 | 6 | 1
O=C(O)Cc1ccc(-c2ccccc2)cc1 | 9 | 5
N=c1n(CCO)c2ccccc2n1CCOc1ccccc1 | 6 | -10
O=C(NCC(=O)N(Cc1ccccc1)C(C(=O)NC1CCCCC1)c1ccco1)c1ccco1 (stereo not given) | 4 | -5
CC(=O)c1cccc(NC(=O)c2ccco2)c1 | -9 | 1
O=C(Nc1ccc(C(=O)N2CCCC2)cc1)c1ccccc1F | 23 | -3
CCN(c1ccccc1)S(=O)(=O)c1ccc(OCC(=O)Nc2cc(C)on2)cc1 | 5 | 10
COc1ccccc1N1CCN(C(=O)CSc2nc3ccccc3[nH]2)CC1 | 5 | -2
Cc1ccc(OCc2nc(C#N)c(NCc3ccco3)o2)cc1 | 7 | 7
COC(=O)C1=C(N)OC2=C(C(=O)CCC2)C1c1cccs1 (stereo not given) | 3 | 0
O=C(c1cccc(C(F)(F)F)c1)N1CCCC1 | 6 | -5
COc1nc(-c2ccccc2)ccc1-c1noc(-c2ccc(F)cc2)n1 | 6 | 0
CCSc1nnc(NC(=O)Cc2ccccc2OC)s1 | 4 | 5
O=C(CSc1nnc(-c2cccnc2)n1-c1ccccc1)Nc1ccccc1 | 7 | -1
COc1ccccc1NC(=O)Cn1nc(-c2ccc(Cl)cc2)c2ccccc2c1=O | 9 | 8
COc1cc(/C=C/C(C)=O)cc(OC)c1OC | 10 | -5
Cc1ccc(C(=O)N2CCN(C(=O)c3ccc(C)c(C)c3)C(C)C2)cc1C (stereo not given) | 4 | -8
C=CCNc1nc(N2CCOCC2)nc(N2CCOCC2)n1 | -9 | 0
COc1cc(S(=O)(=O)NCCN2CCOCC2)c(OC)cc1Cl | 8 | -1
COc1ccc(C(=O)c2c(C(F)(F)F)oc3c2C(=O)c2ccccc2C3=O)cc1 | -3 | 5
O=c1cc(-c2ccccc2)nc2nc[nH]n12 | 6 | -5
CCOC(=O)CS(=O)(=O)c1nc(-c2ccccc2)cc(C(F)(F)F)n1 | 6 | -7
COc1cc(-c2noc(CCCC(=O)NCc3ccccc3)n2)cc(OC)c1OC | -5 | -3
CCS(=O)(=O)N1CCN(CC2CC3C=CC2C3)CC1 (stereo not given) | 4 | 6

In the list so far, 4 have a cyano group.
SMILES | FXIIa single | FXIa single inh
Cc1cc(=O)[nH]c(SCC(=O)O)c1C#N | 7 | 5
N#CCCNC(=O)CCN1CCCCC1 | 0 | 6
CN(C)c1nc(N(C)C)nc(N(C#N)CCOc2ccccc2)n1 | 4 | 10
Cc1ccc(OCc2nc(C#N)c(NCc3ccco3)o2)cc1 | 7 | 7

A portion of the library; the hit share may differ from the screen's.
